Screening results deposited in PubChem by Broad Institute.
PRC2 inh: blocks human EZH2/PRC2 H3K27 methylation | Q15910 | DELFIA TRF, 1 h | inhibition, % at 12.5 µM | 57,000 tested, 0.35% active;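 active means mean inhibition of replicates at least 50% and every single replicate also reaching 50%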;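 further: dimethyl H3K27 on biotinylated H3 21-44 peptide detected by antibody; plate controls were median neutral control wells for no effect and median positive control wells for full effect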
IDH1 mut inh: IDH1 R132H (human) inhibition; O75874; IDH1 R132H reductase, diaphorase/resazurin fluorescence, 60 min; inhibition, % at 10 µM; 70,000 tested, 0.18% active; in the data active means inhibition above about 34%;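 further: 0% = DMSO and 100% = no enzyme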
Target sequence (O75874 whole entry R132H): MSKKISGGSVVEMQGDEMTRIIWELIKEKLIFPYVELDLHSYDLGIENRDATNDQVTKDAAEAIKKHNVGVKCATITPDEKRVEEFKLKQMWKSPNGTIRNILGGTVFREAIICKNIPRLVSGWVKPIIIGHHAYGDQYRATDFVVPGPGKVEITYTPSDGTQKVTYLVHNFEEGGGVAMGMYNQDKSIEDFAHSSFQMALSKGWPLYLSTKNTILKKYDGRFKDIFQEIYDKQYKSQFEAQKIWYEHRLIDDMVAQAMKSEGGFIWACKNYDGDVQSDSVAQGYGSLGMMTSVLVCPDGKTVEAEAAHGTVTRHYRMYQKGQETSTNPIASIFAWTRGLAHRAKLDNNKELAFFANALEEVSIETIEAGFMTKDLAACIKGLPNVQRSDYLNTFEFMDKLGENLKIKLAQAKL
An asterisk follows results filed as active; / = no result given. A portion of the library (hit frequency here may not be typical).

structure	IDH1 mut inh	PRC2 inh
C=CC1(C)C=C2CCC3C(C)(C)C(O[C@@H]4O[C@@H](CO)[C@H](O)[C@H]4O)CCC3(C)C2CC1O[C@@H]1O[C@H](C)[C@H](O)[C@H](O)[C@H]1O (stereo partly drawn)	0.7	3.4
COc1ccc(NC(=O)N(C)C[C@H]2Oc3ccc(NS(=O)(=O)c4ccc(Cl)cc4)cc3C(=O)N([C@@H](C)CO)C[C@@H]2C)cc1	-0.2	/
C[C@H](CO)N1C[C@H](C)[C@H](CN(C)C(=O)Cc2ccccc2)Oc2cc(-c3cncnc3)ccc2S1(=O)=O	0.1	1.2
O=C(C[C@H]1CC[C@@H](NC(=O)c2ccccn2)[C@@H](CO)O1)NCc1cc(F)cc(F)c1	0.1	-0.7
C/C=C/c1cnc2c(c1)C(=O)N([C@H](C)CO)C[C@@H](C)[C@H](CN(C)Cc1cccc(C(=O)O)c1)O2	0.4	2.5
CSc1ncc(Cl)c(C(=O)Nc2nnc(SC/C=C/c3ccccc3)s2)n1	0.3	32.3
CO[C@@H]1CN(C)C(=O)c2ccc(NS(=O)(=O)CC(F)(F)F)cc2OC[C@H](C)N(C(=O)NC(C)C)C[C@H]1C	0.5	5.1
COc1cccc(S(=O)(=O)N(C)C[C@H]2Oc3ncc(-c4cccc(C(=O)N(C)C)c4)cc3C(=O)N([C@H](C)CO)C[C@@H]2C)c1	-20.1	-14.2
CO[C@H]1CN(C)C(=O)c2ccc(NS(=O)(=O)c3cn(C)cn3)cc2OC[C@@H](C)N(C)C[C@@H]1C	0.1	-2.1
CCN(CC(=O)O)S(=O)(=O)c1ccc(F)cc1	0.4	-1.2
Cc1ccccc1OCC(=O)Nc1cc(-c2nc3ccccc3s2)c(Cl)cc1Cl	0.6	13.8
C[C@@H]1CN([C@@H](C)CO)C(=O)c2cc(NC(=O)C3CCCCC3)ccc2O[C@H]1CN(C)Cc1ccncc1	/	6.3
CCCNC(=O)N1C[C@H](C)[C@H](OC)CN(C)C(=O)c2ccc(NC(C)=O)cc2OC[C@@H]1C	-0.3	9.3
C[C@@H]1CN([C@H](C)CO)S(=O)(=O)c2ccc(C#Cc3ccccc3F)cc2O[C@H]1CN(C)CC1CCOCC1	2.6	5.9
C[C@H](CO)N1C[C@H](C)[C@H](CN(C)Cc2ccc(C(F)(F)F)cc2)Oc2ccc(NC(=O)c3ccncc3)cc2CC1=O	-1.0	-15.7

Remaining list, next part:
structure	IDH1 mut inh	PRC2 inh
CC(C)NC(=O)Nc1cccc2c1O[C@H](CN(C)Cc1ccccc1)[C@@H](C)CN([C@H](C)CO)C2=O	0.4	7.3
CN(C)C(=O)[C@@]1(Cc2ccccc2N=[N+]=[N-])N=C(c2ccc(OCCCO)cc2)O[C@H]1c1ccccc1	0.2	3.6
COC(=O)C[C@H]1C[C@H]2c3cc(NC(=O)Nc4ccccc4)ccc3O[C@H]2[C@H](CO)O1	-0.7	1.9
O=C1O[C@H](c2ccccc2)[C@H](c2ccccc2)N2[C@H]1[C@@H](C(=O)O)[C@]1(C(=O)Nc3ccc(C#CCCO)cc31)[C@H]2c1ccc(OCCO)cc1	0.2	-0.8
C[C@@H]1CCCCO[C@H](CN(C)C(=O)Nc2ccc(F)cc2)[C@H](C)CN([C@@H](C)CO)C(=O)c2cc(NC(=O)C3CCCCC3)ccc2O1	0.7	/
CCCN(C)C[C@@H]1OCCCC[C@@H](C)Oc2ccc(NC(=O)C3CCCCC3)cc2C(=O)N([C@H](C)CO)C[C@@H]1C	6.0	/
COc1ccc(Cl)cc1NC(=S)NCc1cccnc1	-0.3	2.0
COc1cccc(-c2ccc3c(c2)O[C@@H](CN(C)Cc2ccncc2)[C@H](C)CN([C@H](C)CO)S3(=O)=O)c1	0.1	18.3
C[C@H](CO)N1C[C@H](C)[C@H](CN(C)C(=O)Nc2ccccc2)Oc2ncc(C#CC(C)(C)O)cc2C1=O	0.0	/
COC(=O)C[C@H]1C[C@H]2c3cc(NC(=O)NC4CCCC4)ccc3O[C@H]2[C@H](CO)O1	0.2	3.1
Cc1nc(S(=O)(=O)N[C@H]2CCN(Cc3cccc(OCCO)c3)C2)cn1C	/	-6.9
C[C@H]1CN([C@@H](C)CO)C(=O)c2cc(-c3ccc(F)cc3)cnc2O[C@@H]1CN(C)CC1CCCCC1	0.3	/
C[C@H]1CN([C@@H](C)CO)S(=O)(=O)c2ccc(-c3cccc(C(=O)N(C)C)c3)cc2O[C@@H]1CN(C)C(=O)Nc1ccccc1	-0.8	/
CCC(=O)Nc1ccc2c(c1)C(=O)N(C)C[C@H](OC)[C@@H](C)CN(C(=O)c1ccc(F)cc1)[C@@H](C)CO2	-0.4	2.2
O=C(CN1CCOCC1)NCC[C@H]1CC[C@@H](NC(=O)Nc2ccc(Cl)cc2)[C@@H](CO)O1	0.0	4.6

Reprinted from the part before: five compounds; new compounds follow.
structure	IDH1 mut inh	PRC2 inh
Cc1nc(S(=O)(=O)N[C@H]2CCN(Cc3cccc(OCCO)c3)C2)cn1C	/	-6.9
C[C@H]1CN([C@@H](C)CO)C(=O)c2cc(-c3ccc(F)cc3)cnc2O[C@@H]1CN(C)CC1CCCCC1	0.3	/
C[C@H]1CN([C@@H](C)CO)S(=O)(=O)c2ccc(-c3cccc(C(=O)N(C)C)c3)cc2O[C@@H]1CN(C)C(=O)Nc1ccccc1	-0.8	/
CCC(=O)Nc1ccc2c(c1)C(=O)N(C)C[C@H](OC)[C@@H](C)CN(C(=O)c1ccc(F)cc1)[C@@H](C)CO2	-0.4	2.2
O=C(CN1CCOCC1)NCC[C@H]1CC[C@@H](NC(=O)Nc2ccc(Cl)cc2)[C@@H](CO)O1	0.0	4.6
Cc1noc(C)c1NC(=O)N(C)C[C@@H]1OCCCC[C@@H](C)Oc2ccc(NC(=O)C3CCCCC3)cc2C(=O)N([C@@H](C)CO)C[C@H]1C	1.4	/
CC(C)NC(=O)Nc1ccc2c(c1)CC(=O)N([C@H](C)CO)C[C@@H](C)[C@H](CN(C)S(=O)(=O)c1cn(C)cn1)O2	0.1	/
CCCC#Cc1ccc2c(c1)O[C@H](CN(C)C(=O)c1ccccn1)[C@H](C)CN([C@@H](C)CO)S2(=O)=O	0.5	-2.5
COc1ccc(S(=O)(=O)Nc2ccc3c(c2)CC(=O)N([C@H](C)CO)C[C@@H](C)[C@@H](CN(C)CC2CC2)O3)cc1	0.9	-0.4
CC(=O)N[C@@H](CSC/C=C(\C)CC/C=C(\C)CCC=C(C)C)C(=O)O	2.2	43.9
C[C@@H]1CN([C@@H](C)CO)C(=O)c2c(c3ccccc3n2C)-c2ccccc2CO[C@@H]1CN(C)S(=O)(=O)c1ccc(F)cc1	8.3	-39.2
CCC(=O)Nc1ccc2c(c1)C(=O)N(C)C[C@H](OC)[C@@H](C)CN(C(=O)COC)[C@H](C)CO2	0.0	-0.5
C[C@@H]1CN([C@H](C)CO)C(=O)c2cccc(NS(=O)(=O)c3cccs3)c2O[C@@H]1CN(C)Cc1ccc(C(F)(F)F)cc1	1.4	-12.3
C[C@H]1CN([C@@H](C)CO)C(=O)c2cc(NS(=O)(=O)c3cccs3)ccc2O[C@H]1CN(C)Cc1ccc(C(=O)Nc2ccccc2N)cc1	/	-33.3
Cc1ccc(OCC(O)Cn2cnc3ccccc32)cc1 (stereo not drawn)	-0.1	-8.5
CC1(C)CC(=O)c2c(oc3ccc(NS(=O)(=O)c4cccc5cccnc45)cc23)C1	0.1	-40.9
C[C@H]1CN([C@@H](C)CO)C(=O)c2cc(C#CC3(O)CCCC3)cnc2O[C@H]1CN(C)Cc1cccnc1	1.9	/
COc1ccc(C(=O)Nc2ccc3c(c2)C(=O)N(C)C[C@@H](OC)[C@@H](C)CN(C(C)=O)[C@H](C)CO3)cc1	-0.1	4.8
COc1ccc(NC(=O)NCc2cc(C)n(C)n2)cc1OC	0.2	0.0
COc1ccc(C[C@H](N)C(=O)N[C@H]2[C@@H](O)[C@H](n3cnc4c(N(C)C)ncnc43)O[C@@H]2CO)cc1	0.8	-0.8

(list continues)
structure	IDH1 mut inh	PRC2 inh
OCCN(CCO)Cc1ccc(Cl)cc1	-0.2	5.4
CO[C@@H]1CN(C)C(=O)c2ccc(NC(=O)Nc3cc(F)ccc3F)cc2OC[C@H](C)N(C)C[C@H]1C	0.3	-7.8
C[C@@H]1CN([C@H](C)CO)C(=O)Cc2cc(NC(=O)C3CC3)ccc2O[C@H]1CN(C)C(=O)Nc1ccc(F)cc1	-1.8	/
Cc1ccc(N(C(C)C(=O)Nc2ccc(Br)c(C)c2)S(C)(=O)=O)cc1 (stereo not drawn)	0.2	8.6
COc1ccc(S(=O)(=O)N(C)CC(=O)Nc2cccc(C(F)(F)F)c2)cc1Cl	-0.1	22.6
C[C@H]1CN([C@@H](C)CO)C(=O)c2cc(C#CC3(O)CCCC3)cnc2O[C@@H]1CN(C)Cc1ccccn1	-0.4	2.2
CCCNC(=O)N1C[C@@H](C)[C@H](OC)CN(C)C(=O)c2cc(NC(=O)CC)ccc2OC[C@@H]1C	0.3	9.7
O=C(Nc1ccccc1F)N[C@@H]1CC[C@H](CC(=O)N2CCCCC2)O[C@H]1CO	0.2	8.3
NCCCCCCNC(=O)[C@@H]1C[C@@H]2C(=O)NCC(=O)N2[C@@H]1c1cccc(OCCO)c1	/	-1.5
O=C(C[C@@H]1C[C@H]2c3cc(NC(=O)c4ccc5c(c4)OCO5)ccc3O[C@H]2[C@@H](CO)O1)NC1CCCCC1	0.3	-1.1
C[C@@H]1CN([C@@H](C)CO)C(=O)c2cc(NC(=O)NC3CCCCC3)ccc2O[C@@H]1CN(C)S(=O)(=O)c1cn(C)cn1	2.3	/
CCNc1nc(SC(C)C(=O)Nc2ccccc2)nc(N2CCOCC2)n1 (stereo not drawn)	0.1	-12.1
COc1ccccc1-c1cn(CC[C@H]2CC[C@H](NS(=O)(=O)c3ccccc3C)[C@H](CO)O2)nn1	-0.3	5.6
C[C@H]1CN([C@@H](C)CO)C(=O)c2cc(NC(=O)Nc3ccc(F)cc3)ccc2O[C@H]1CN(C)Cc1ccc(Oc2ccccc2)cc1	-0.5	/
C[C@@H]1CN([C@H](C)CO)C(=O)c2cccc(NC(=O)c3ccncc3)c2O[C@H]1CN(C)S(C)(=O)=O	5.4	-3.6

Next section
structure	IDH1 mut inh	PRC2 inh
C[C@@H]1CN([C@H](C)CO)S(=O)(=O)c2ccc(C#CC3CCCCC3)cc2O[C@@H]1CN(C)C	-0.3	-24.4
C[C@@H](NC(=O)C[C@H]1CC[C@H](NC(=O)CN2CCOCC2)[C@@H](CO)O1)c1ccccc1	0.2	3.2
CC(C)NC(=O)N[C@@H]1CC[C@@H](CCNC(=O)C2CC2)O[C@H]1CO	0.4	-6.4
C[C@@H]1CN([C@H](C)CO)C(=O)c2cccc(NC(=O)NC3CCCCC3)c2O[C@@H]1CN(C)S(=O)(=O)c1cn(C)cn1	-0.9	/
CO[C@H]1CN(C)C(=O)c2ccc(NC(=O)c3cccc(F)c3)cc2OC[C@@H](C)NC[C@@H]1C	-0.4	7.2
C/C=C/c1cnc2c(c1)C(=O)N([C@H](C)CO)C[C@H](C)[C@@H](CN(C)C(=O)Nc1ccc(C(F)(F)F)cc1)O2	-1.1	-19.5
O=C(C1=C[C@@H](C2CC2)C[C@@H](OCCCCO)O1)N1CCCCCCC1	/	6.6
CC(C)NC(=O)Nc1ccc2c(c1)CC(=O)N([C@H](C)CO)C[C@H](C)[C@H](CN(C)Cc1ccncc1)O2	-1.0	/
COC(=O)C(CC#Cc1ccc2c(c1)[C@]1(C(=O)N2)[C@H](C(=O)NC[C@H](O)c2ccccc2)[C@H]2C(=O)O[C@H](c3ccccc3)[C@H](c3ccccc3)N2[C@@H]1c1ccc(OCCO)cc1)C(=O)OC	/	-31.2
C[C@@H]1CN([C@H](C)CO)C(=O)c2cccc(NC(=O)c3ccc(-c4nccs4)cc3)c2O[C@H]1CN(C)Cc1ccccc1	0.2	/
COc1ccc(NC(=O)Nc2ccc3c(c2)[C@@H]2C[C@@H](CC(=O)N4CCc5ccccc5C4)O[C@H](CO)[C@@H]2O3)cc1	0.2	-13.8
CCC(Sc1nnc(-c2ccc(NC(C)=O)cc2)n1C)C(=O)Nc1ccc(Cl)cc1 (stereo not drawn)	0.1	-7.4
Cc1ccc(S(=O)(=O)Nc2ccc3c(c2)CC(=O)N([C@@H](C)CO)C[C@H](C)[C@@H](CN(C)Cc2ccncc2)O3)cc1	-0.3	25.2
Cc1cccc(N(CC(=O)Nc2ccc(Cl)cc2)S(C)(=O)=O)c1C	-0.2	-15.4
Cc1ccc(S(=O)(=O)Nc2ccc3c(c2)C(=O)N([C@H](C)CO)C[C@H](C)[C@H](CN(C)CC2CC2)OCCCC[C@@H](C)O3)cc1	/	2.0
C/C=C/c1ccc2c(c1)O[C@H](CN(C)C(=O)Cc1cccnc1)[C@H](C)CN([C@@H](C)CO)S2(=O)=O	8.8	3.3
C[C@H]1CN([C@@H](C)CO)C(=O)c2cccc(NC(=O)c3cnccn3)c2O[C@@H]1CN(C)Cc1ccc(C(F)(F)F)cc1	1.9	6.0
C[C@H]1CN([C@@H](C)CO)C(=O)c2cc(C#Cc3ccccc3F)cnc2O[C@@H]1CN(C)C	0.0	/
